ARNT TACC3 PPI: disruptors of ARNT/TACC3 protein interaction, primary screen, biochemical, AlphaScreen, single concentration; Transforming acidic coiled-coil-containing protein 3 (Homo sapiens), Q9Y6A5; AlphaScreen His-ARNT PAS-B/GST-TACC3 binding, luminescence; TACC3 fragment carries E629A point mutation; inhibition, % at 9.99 µM; actives 0.66% (n = 390,000);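 active = mean inhibition of replicates at least 50% and at least half of replicates each reaching 50%; inconclusive = half or more replicates reach 50% but mean below 50%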;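 also: 0% = complete ARNT plus TACC3 wells and 100% = ARNT alone without TACC3; many hits fall short of the cut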
SIRT5 block: SIRT5 desuccinylase inhibitors, primary screen, biochemical, fluorescence imaging, single point, set 5; actives 1.1% (n = 330,000); inhibition, % at 15 µM; Purified SirT5, succinyl-peptide AMC, trypsin-coupled fluorescence; in the data active = inhibition above about 15%; inconclusive = no clear call, values can overlap the other calls
Target sequence (Q9NXA8 whole entry, looked up): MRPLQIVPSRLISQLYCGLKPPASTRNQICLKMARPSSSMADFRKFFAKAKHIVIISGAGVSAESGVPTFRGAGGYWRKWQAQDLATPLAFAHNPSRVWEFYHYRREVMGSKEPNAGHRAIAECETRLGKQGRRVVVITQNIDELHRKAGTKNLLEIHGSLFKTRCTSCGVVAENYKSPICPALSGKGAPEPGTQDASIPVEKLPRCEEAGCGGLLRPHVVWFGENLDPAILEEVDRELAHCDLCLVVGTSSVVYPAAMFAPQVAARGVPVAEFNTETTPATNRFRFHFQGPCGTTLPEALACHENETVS
miR122 inh: miR-122 Renilla sensor signal increase in Huh7, primary screen, miR-122 inhibitor project, cell-based, single point, plate reader | AID 602342, 2012 | Huh7 miR-122 Renilla luciferase sensor, 48 h; neutral wells = 0, positive control = 100 | activation (reporter increase), % at 12.5 µM | actives 0.3% (n = 340,000);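 active = mean replicate activation score at least 90 and every replicate individually at or above 90; inconclusive = only one of the two criteria met; inactive = neither criterion met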;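 also: higher luciferase means less miR-122 activity so hits act as miR-122 inhibitors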
ERp5 block: inhibitors of ERp5-driven insulin aggregation, primary screen, biochemical, turbidity, absorbance 650 nm, single point; actives 0.05% (n = 350,000); 90 min; inhibition, % at 9.99 µM; Protein disulfide-isomerase A6 (Homo sapiens), Q15084;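 active = mean replicate inhibition above about 25%, with every replicate also reaching it, limit read from the data, passing the limit was not always enough; inconclusive = only one of those two criteria met; inactive = neither criterion met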
Target sequence (Q15084 whole entry, looked up): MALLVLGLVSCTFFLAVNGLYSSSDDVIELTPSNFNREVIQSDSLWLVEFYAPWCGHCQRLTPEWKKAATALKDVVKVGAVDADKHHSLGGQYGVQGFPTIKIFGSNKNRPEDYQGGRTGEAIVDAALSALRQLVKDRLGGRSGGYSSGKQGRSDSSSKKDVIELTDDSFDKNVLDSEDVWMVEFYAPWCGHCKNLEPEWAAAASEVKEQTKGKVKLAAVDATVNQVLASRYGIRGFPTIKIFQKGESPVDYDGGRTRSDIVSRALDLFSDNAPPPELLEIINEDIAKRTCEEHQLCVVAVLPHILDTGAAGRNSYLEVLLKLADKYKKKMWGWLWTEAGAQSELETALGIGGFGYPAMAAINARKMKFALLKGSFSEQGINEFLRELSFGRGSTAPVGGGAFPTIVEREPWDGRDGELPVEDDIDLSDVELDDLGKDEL
esBAF inh: Bmi1 luciferase reporter increase in mESCs, primary screen, esBAF inhibitor project, mouse ES cells, Bmi1 luciferase knock-in, single point; AID 602393, 2012; 24 h; 100% = twice the neutral-well signal; reporter increase, % at 12.5 µM; actives 2% (n = 350,000); in the data active = activation above about 40%; inconclusive = no clear call, values can overlap the other calls;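 also: 0% = median of the plate's neutral control wells and 100% = double that signal; a rise in the Bmi1 reporter signal indicates esBAF inhibition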
Statin myotox sup: suppressors of statin myotoxicity in C2C12 myotubes, primary screen, cell-based, single point, plate reader; C2C12 myotubes + simvastatin, ATP luminescence, 48 h; scaled: DMSO 0, geranylgeraniol control 100; rescue of ATP level, % at 7.49 µM; actives 0.78% (n = 330,000); AID 602340, 2012;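 active = mean ATP rescue above about 67%, or every replicate alone reaching that limit, limit read from the data, passing the limit was not always enough; inconclusive = no clear call, values can overlap the other calls; inactive = mean under the limit and some replicate under it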;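 also: myotubes were challenged with 10 µM simvastatin during compound exposure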
Cneo AK release: Cryptococcus neoformans cell lysis inducers, primary screen, AK release luminescence, single concentration; lysis activity, % at 15 µM; C. neoformans lysis, adenylate kinase release luminescence, 4 h; normalised: neutral wells 0, clomiphene wells 100; actives 0.2% (n = 360,000);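 active = mean lysis activity across replicates of at least 80%, whatever share of replicates individually reach that level; inactive = mean lysis activity below 80%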
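Assay system: log-phase C. neoformans yeast / Quantity: yeast cell density of 5 × 10^6 cells/mL / Medium: fresh YPD growth medium / Compound: single dose / Timing: static 4 h at 37 °C with compound, 1 h detection / Measured by: adenylate kinase release luminescence / Read-out: lysis from increased AK signal / Benchmarks: Clomiphene as positive lysis control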
* = called active by the depositor; ? = inconclusive; nt = not tested or not shown; & = joins results of further samples; [ ] = another dose, or the depositor's remark. Compounds as they come. About 4% of those tested had a hit in this group.

SMILES	ARNT TACC3 PPI	SIRT5 block	miR122 inh	ERp5 block	esBAF inh	Statin myotox sup	Cneo AK release
Cc1ccc(N(C(=O)c2csnn2)C(C(=O)NC2CCCCC2)c2cccnc2)cc1 (stereo not drawn)	0	-1	nt	1	-4	-4	3
COc1ccc(CN(C)C[C@@H]2Oc3ccc(NC(=O)NC4CCCCC4)cc3CC(=O)N([C@@H](C)CO)C[C@@H]2C)cc1	2	7	-1[16.7 µM]	5	1	-50	6
CC(C)(C)c1ccc(S(=O)(=O)N2CCSC2)cc1	2	nt	-4	nt	10	8	1
COc1ccc2[nH]c3c(c2c1)CCN1C(=O)N([C@@H](C)C(=O)NCCc2ccc(F)cc2)C(=O)[C@]31C	0	nt	-5	-2	5	0	3
CC1(C)CC(=O)C(C#N)=C(NCCCO)C1	-1	nt	0	nt	7	-44	-1
CN(C)S(=O)(=O)c1cccc(C(=O)N2CCc3ccccc32)c1	-1	nt	3	nt	16	6	2
CNC[C@@H]1Oc2ccc(N(C)C)cc2C(=O)N([C@@H](C)CO)C[C@@H]1C	-6	-2	-3[16.7 µM]	0	-4	2	-5
O=C(Nc1ccc(S(=O)(=O)N2CCOCC2)cc1)c1cc([N+](=O)[O-])ccc1Cl	1	-2	0	1	1	-5	-1
O=C(CSC1=N/C(=C/c2ccco2)C(=O)N1c1ccc(OC(F)F)cc1)NC1CCS(=O)(=O)C1 (stereo not drawn)	16	-4	nt	10	nt	nt	nt
CCc1nnc(NS(=O)(=O)c2ccc(NC(=O)c3ccccc3OC)cc2)s1	0	0	-6	0	12	3	0
COc1ccccc1NC(=O)c1ccc(NC(=O)CSc2nnnn2C)cc1	0	nt	0	nt	9	12	0
C[C@H](CO)N1C[C@H](C)[C@@H](CN(C)Cc2ccc(C(F)(F)F)cc2)Oc2ccc(NC(=O)Nc3ccc(F)cc3)cc2CC1=O	nt	-5	-4[16.7 µM]	-4	0	7	nt
COc1ccc(-n2c(C)cc(/C=C(\C#N)C(=O)NCc3ccco3)c2C)cc1	-5	-2	nt	6	nt	nt	nt
Cc1ccc(NC(=O)Cn2nc(-c3ccco3)ccc2=O)cc1Cl	-8	-3	2	2	-2	3	2
CCCC(=O)NC(=S)Nc1ccc(CN2CCOCC2)cc1	-8	2	nt	6	nt	nt	nt
Cn1c(C(=O)O)cc2c(=O)n3ccccc3nc21	3	-43	nt	1	nt	nt	nt
CCC(=O)N(C)C[C@H]1Oc2cc(-c3cccc(OC)c3)ccc2S(=O)(=O)N([C@H](C)CO)C[C@@H]1C	-5	-2	7[16.7 µM]	-4	5	-12	48
Cc1nc2ccccc2n1C(=O)N(C)C	-1	-1	nt	-8	nt	nt	nt
CN1CCN(C(CNS(=O)(=O)c2ccc(Cl)cc2)c2cccnc2)CC1 (stereo not drawn)	15	nt	-1	nt	-16	-6	-1
S=C(NCCc1ccccn1)Nc1cccc(Cl)c1	35	-2	nt	-2	nt	nt	nt
Cc1ccc(S(=O)(=O)Nc2ccc3c(c2)C(=O)N([C@@H](C)CO)C[C@@H](C)[C@H](CN(C)C(=O)NC(C)C)OCCCC[C@@H](C)O3)cc1	-23	6	-15[16.7 µM]	4	3	nt	2
CC(C)NCC(O)COC1CCC(C(C)(C)C)CC1 (stereo not drawn)	nt	-4	4	5	1	6	0
C[C@H](CO)N1C[C@H](C)[C@@H](CN(C)C(=O)Nc2cccc(Oc3ccccn3)c2)OCc2cnnn2CCCC1=O	-6&-3	1&-2&-1	-5	-8&-5&0	-6&-3&2	4&8&-12	0&0&-10
COc1ccc(NC(=O)N(C)C[C@H]2Oc3ccc(NS(=O)(=O)c4ccc(OC)cc4)cc3CC(=O)N([C@@H](C)CO)C[C@H]2C)cc1	-8	-2	11[16.7 µM]	5	5	5	1

Ten structures already listed, ordered by molar mass, ascending:
SMILES	ARNT TACC3 PPI	SIRT5 block	miR122 inh	ERp5 block	esBAF inh	Statin myotox sup	Cneo AK release
Cn1c(C(=O)O)cc2c(=O)n3ccccc3nc21	3	-43	nt	1	nt	nt	nt
CC(C)NCC(O)COC1CCC(C(C)(C)C)CC1 (stereo not drawn)	nt	-4	4	5	1	6	0
S=C(NCCc1ccccn1)Nc1cccc(Cl)c1	35	-2	nt	-2	nt	nt	nt
Cc1ccc(NC(=O)Cn2nc(-c3ccco3)ccc2=O)cc1Cl	-8	-3	2	2	-2	3	2
COc1ccc(-n2c(C)cc(/C=C(\C#N)C(=O)NCc3ccco3)c2C)cc1	-5	-2	nt	6	nt	nt	nt
CN1CCN(C(CNS(=O)(=O)c2ccc(Cl)cc2)c2cccnc2)CC1 (stereo not drawn)	15	nt	-1	nt	-16	-6	-1
CCC(=O)N(C)C[C@H]1Oc2cc(-c3cccc(OC)c3)ccc2S(=O)(=O)N([C@H](C)CO)C[C@@H]1C	-5	-2	7[16.7 µM]	-4	5	-12	48
C[C@H](CO)N1C[C@H](C)[C@@H](CN(C)C(=O)Nc2cccc(Oc3ccccn3)c2)OCc2cnnn2CCCC1=O	-6&-3	1&-2&-1	-5	-8&-5&0	-6&-3&2	4&8&-12	0&0&-10
COc1ccc(NC(=O)N(C)C[C@H]2Oc3ccc(NS(=O)(=O)c4ccc(OC)cc4)cc3CC(=O)N([C@@H](C)CO)C[C@H]2C)cc1	-8	-2	11[16.7 µM]	5	5	5	1
Cc1ccc(S(=O)(=O)Nc2ccc3c(c2)C(=O)N([C@@H](C)CO)C[C@@H](C)[C@H](CN(C)C(=O)NC(C)C)OCCCC[C@@H](C)O3)cc1	-23	6	-15[16.7 µM]	4	3	nt	2

(listing goes on)
SMILES	ARNT TACC3 PPI	SIRT5 block	miR122 inh	ERp5 block	esBAF inh	Statin myotox sup	Cneo AK release
C[C@H]1CN([C@@H](C)CO)C(=O)Cc2cc(NS(=O)(=O)c3cn(C)cn3)ccc2O[C@H]1CN(C)C(=O)Nc1ccccc1	-6	-4	-5[16.7 µM]	0	-3	-22	7
O=C(C1CC1)N1CCCCN2[C@H](CO)[C@@H](c3ccc(C#CC4CCCC4)cc3)[C@@H]2C1	-1	1	4[16.7 µM]	-1	9	-29	50
O=C(COC(=O)c1ccc(S(=O)(=O)N2CCOCC2)cc1)Nc1ccccc1OC(F)F	1	1	nt	3	2	2	-2
C[C@@H]1CN([C@@H](C)CO)S(=O)(=O)c2ccc(C#CC3CCCC3)cc2O[C@H]1CN(C)S(C)(=O)=O	-4	-2	6[16.7 µM]	-1	20	-41	-7
CC(C)CC#Cc1cnc2c(c1)C(=O)N([C@H](C)CO)C[C@H](C)[C@H](CN(C)Cc1ccccn1)O2	0	-3	0[16.7 µM]	0	-2	-22	4
O=C(Nc1nccs1)c1cn2ccccc2n1	32	3	nt	5	nt	nt	nt
O=C(Nc1ccc(F)c(F)c1)C1CCN(S(=O)(=O)c2cccc3nonc23)CC1	17	-15	0	0	11	-49	6
Cc1cc(C)c(C(O)c2ncc(-c3cccc(F)c3)[nH]2)c(C)c1 (stereo not drawn)	nt	-3	-3	1	-1	6	0
CCCN(CCC)C(=O)CP(=O)(c1ccccc1)c1ccccc1	-6	nt	13	nt	-11	4	0
CS(=O)(=O)c1ccc2nc(NC(=O)c3ccc(Cn4cc(Br)cn4)o3)sc2c1	3	0	nt	3	17	2	-6
C=CCNc1ccccc1S(=O)(=O)NCc1ccccc1	-1	0	nt	6	-1	1	0
COc1ccc(NC(=O)COC(=O)CN2C(=O)c3ccccc3C2=O)cc1	1	0	-2	3	-5	0	1
O=C(O)[C@H]1CCCC[C@H]1C(=O)NCCNC(=O)[C@@H]1CCCC[C@@H]1C(=O)O	-3	nt	-2	nt	-5	10	nt
COc1cccc(C(=O)Nc2sc(C(C)C)cc2C(N)=O)c1OC	-6	-8	nt	1	nt	nt	nt
CC[C@H](C)[C@H](NC(=O)c1ccc(Cl)cc1)C(=O)OCC(=O)c1c(N)n(C)c(=O)n(C)c1=O	-1	nt	0	0	6	-3	1
Cc1ccc(N(CC(=O)NCc2ccc3c(c2)OCO3)S(=O)(=O)c2c(C)noc2C)cc1	2	0	nt	-5	-8	7	0
COC(=O)c1cccc(N(C(=O)CNC(=O)c2cccs2)C(C(=O)NCC2CCCO2)c2ccc(OC)c(OC)c2)c1 (stereo not drawn)	0	nt	-1	-1	3	11	1
CCCC1=C(C(=O)OCC)C(c2cccs2)n2ncnc2N1 (stereo not drawn)	4	-4	nt	-2	nt	nt	nt
C[C@@H]1CN([C@H](C)CO)C(=O)c2cccc(NC(=O)Nc3ccccc3)c2O[C@@H]1CN(C)C(=O)Nc1ccccc1	1	-3	5[16.7 µM]	-10	3	44	-14
Cc1cc(N2CCN(C(=O)c3ccco3)CC2)n2nc(C)c(-c3ccccc3)c2n1	-3	nt	-1	nt	3	15	1
COc1ccc(C(=O)NCCc2ccc(S(N)(=O)=O)cc2)cc1OC	nt	nt	8	nt	-7	4	1
CO[C@@H]1CN(C)C(=O)c2cc(NC(=O)c3ccc4c(c3)OCO4)ccc2OC[C@H](C)N(CCC(F)(F)F)C[C@H]1C	-1	nt	nt	5	2	-16	1
CCN(CC)C(=O)C1CCCN(C(=O)Nc2ccccc2)C1 (stereo not drawn)	-12	nt	-2	nt	-2	-28	-1
CC(=O)Oc1ccc(N2C(=O)c3cccc4c([N+](=O)[O-])ccc(c34)C2=O)cc1	-2	-2	-9	4	-6	?	-2
O=[N+]([O-])c1cccc(COc2ccccc2CN2CCOCC2)c1	2	0	4	4	-2	-4	3
CC(C)(C)c1ccc(C(=O)NN2C(=O)CSC2=S)cc1	0	2	-5	-2	0	1	-2
O=C(NCCO)Nc1ccc2nsnc2c1	1	-1	nt	-3	nt	nt	nt
O=Cc1ccc2cccnc2n1	4	-2	-1	2	-4	22	nt
O=c1c2c3c(sc2nc(NCCOCCO)n1Cc1ccco1)CCCCC3	-4	-3	-4	3	9	4	nt
CC(C)OCCCNCC(O)c1ccccc1 (stereo not drawn)	-2	nt	-3	nt	4	18	1
CCCCCn1nc(C(=O)N2CCc3ccccc32)c2ccccc2c1=O	nt	-1	nt	-6	7	9	2
COc1ccc([C@H]2C[C@H](O)[C@@H](n3cc(-c4ccc(F)cc4)nn3)CN2Cc2cccs2)cc1	nt	-2	3	1	-9	-32	-2
COc1ccc(C(=O)COC(=O)c2cc3ccccc3oc2=O)c(OC)c1	2	1	nt	8	1	-20	nt
COc1ccc(S(=O)(=O)Nc2cccc3c2O[C@H](CN(C)Cc2ccc(Oc4ccccc4)cc2)[C@@H](C)CN([C@H](C)CO)C3=O)cc1	7&5	5&-5	34[16.7 µM]	0&2	1&24	-26&-15	3&9
COc1ccccc1S(=O)(=O)Cc1ccc(C(=O)NCC(OC)OC)o1	-13	-4	-2	-3	-10	3	1
CC(C)(C)NC(=O)C1N(c2cccnc2)C(=O)C2C(C(=O)Nc3ccccc3)C3(C)C=CC21O3 (stereo not drawn)	-12	nt	-5	nt	-9	5	-1
Cc1cc(C)nc(SCc2nnc(SCC(=O)N3CCCc4ccccc43)o2)n1	-11	nt	4	nt	-1	0	0
Cn1cc(C(=O)c2cccc(Cl)c2)cc1/C=N\O	0	1	-12	5	19	21	nt
